Tat transport = inhibitors of E. coli Tat protein transport; 0.036% of 340,000 active; AID 488895; E. coli MC4100 TorA-mCherry Tat export, fluorescence; inhibition, % at 10 µM;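 active = mean replicate inhibition at least 50% and at least half of replicates individually reaching 50%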;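 note: exported cargo escapes ClpAP degradation while cytoplasmic cargo is degraded and loses fluorescence; 0% = median of neutral control wells and 100% = median of NaSCN control wells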
AddAB inh = less growth of phage-infected E. coli with AddAB; 0.29% of 330,000 active; AID 435030; E. coli expressing H. pylori AddAB, absorbance growth; inhibition, % at 11.9 µM; in the data active = inhibition above about 12%;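 note: 0% = vehicle wells of infected cells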
DAGLB inhibitor = blocks human DAGLB lipase activity; Q8NCG7; HEK293T DAGLB membrane lysate, EnzChek fluorogenic substrate; inhibition, % at 5.17 µM; 0.059% of 340,000 active; in the data active = inhibition above about 34%;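 note: 0% = enzyme with vehicle and 100% = wells lacking enzyme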
Target sequence (Q8NCG7 whole entry, looked up): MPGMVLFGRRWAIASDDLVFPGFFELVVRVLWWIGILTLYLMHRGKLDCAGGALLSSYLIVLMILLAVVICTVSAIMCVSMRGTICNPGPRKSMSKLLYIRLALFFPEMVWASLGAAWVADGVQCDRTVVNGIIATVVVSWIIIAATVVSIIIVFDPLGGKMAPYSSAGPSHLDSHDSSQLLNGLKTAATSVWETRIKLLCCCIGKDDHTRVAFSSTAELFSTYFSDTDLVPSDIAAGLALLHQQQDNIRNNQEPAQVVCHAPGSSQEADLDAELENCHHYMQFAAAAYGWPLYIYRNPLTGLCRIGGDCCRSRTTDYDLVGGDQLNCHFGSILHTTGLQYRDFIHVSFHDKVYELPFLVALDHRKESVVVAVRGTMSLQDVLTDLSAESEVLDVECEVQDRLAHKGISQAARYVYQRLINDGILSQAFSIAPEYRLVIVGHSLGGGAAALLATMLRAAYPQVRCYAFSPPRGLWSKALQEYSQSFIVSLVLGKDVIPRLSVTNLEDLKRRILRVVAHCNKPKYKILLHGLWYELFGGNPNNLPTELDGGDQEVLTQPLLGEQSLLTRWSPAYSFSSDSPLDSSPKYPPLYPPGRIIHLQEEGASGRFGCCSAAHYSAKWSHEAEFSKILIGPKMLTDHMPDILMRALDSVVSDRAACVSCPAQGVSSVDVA
HTR5A inv ctr = inverse agonist of human HTR5A in OPRM1-OPRD1 counter-screen | P47898 | HTR5A cell line, luminescence, inverse agonism | inhibition, % at 9.3 µM | 0.083% of 340,000 active | AID 504634; in the data active = inhibition mostly above about 23%, no sharp cut-off; inactive = mostly below about 18%;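 note: 0% = cells with DMSO and 100% = no-cell wells with DMSO; some compounds called inactive have numbers as strong as hits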
Target sequence (P47898 whole entry, looked up): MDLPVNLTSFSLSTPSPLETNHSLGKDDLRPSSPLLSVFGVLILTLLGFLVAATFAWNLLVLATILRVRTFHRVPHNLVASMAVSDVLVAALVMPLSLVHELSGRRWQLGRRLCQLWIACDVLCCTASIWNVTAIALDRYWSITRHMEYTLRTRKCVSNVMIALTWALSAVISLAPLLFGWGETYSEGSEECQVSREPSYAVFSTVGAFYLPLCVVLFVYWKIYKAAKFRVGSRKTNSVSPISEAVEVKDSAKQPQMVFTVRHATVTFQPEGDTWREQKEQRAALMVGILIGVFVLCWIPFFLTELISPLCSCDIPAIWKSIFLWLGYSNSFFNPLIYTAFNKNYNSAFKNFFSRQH
CDK5 inh = CDK5/p35 (human) kinase inhibition; Q00535+Q15078; Recombinant CDK5/p35, ADP-Glo luminescence, 60 min; inhibition, % at 10 µM; 0.01% of 330,000 active; AID 488839;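 active = highest replicate inhibition of at least 50% and at least 75% of replicates reaching 50%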;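 note: plate controls were DMSO neutral control for no effect and GW8510 at 10 µM for full effect; many of its hits are not listed in these tables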
HTR5A ag ctr = counter-screen for OPRM1-OPRD1 agonists: human HTR5A agonism; P47898; HTR5A agonist assay, luminescence, cell-based; activation, % at 9.3 µM; 0.61% of 340,000 active; AID 504692; in the data active = activation mostly above about 9.5%, no sharp cut-off; inactive = mostly below about 7.6%;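 note: 0% = cells with vehicle only and 100% = reference agonist; strong numbers were not always called active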
Mot1-301 SUMO = blocks SUMOylation pathway, rescuing yeast Mot1-301 growth; S. cerevisiae Mot1-301 growth rescue, ATP luminescence, 38.5C; percent above DMSO median, 100 means doubled; growth rescue, % at 18.8 µM; 1% of 320,000 active; AID 2716;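 active = every valid replicate shows activation above 250% relative to neutral control wells; inactive = the rest, any valid replicate at or below 250%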;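 note: OY570 slx delta 5 strain wells were the positive control but not used for scaling; some compounds called inactive have numbers as strong as hits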
phage Ecoli inh = E. coli growth loss with phage present. growth absorbance. inhibition, % at 11.9 µM. 0.26% of 360,000 active; in the data active = inhibition above about 11%
PKA-R2B act = activators of human PKA-R2B complex. 0.079% of 340,000 active. PKA-R2B holoenzyme dissociation, Cy5-IP20 fluorescence polarization; R2B truncated from residue 108, S112A mutant; 0% DMSO only, 100% 113 µM cGMP. activation, % at 11.4 µM;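 active = activation above a cutoff set at the mean over all compounds plus 3 SD, cut at about 18% in these data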;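 note: higher means more holoenzyme dissociation and a rise in polarization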
Ecoli viability = bacterial growth inhibition, counter-screen for AddAB inhibitors; E. coli V3065 growth, OD600 absorbance, 18 h; inhibition, % at 11.9 µM; 0.27% of 330,000 active;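 active = inhibition above the campaign's mean inhibition across all tested compounds plus 3 SD, cut at about 9.9% in these data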;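 note: uninfected addAB+ strain grown without phage in ampicillin broth; 0% = DMSO wells and 100% = ciprofloxacin 0.95 µg/ml wells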
PKA-R1A act = activates the PKA-R1A holoenzyme complex; 0.083% of 340,000 active; P00514+P68181; activation, % at 11.4 µM; AID 504707; PKA-R1A dissociation, Cy5-IP20 fluorescence polarization; scaled: DMSO 0%, 113 µM cGMP 100%;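 active = percent activation above the mean of all tested compounds plus 3 SD, cut at about 19% in these data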;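 note: higher means more PKAc released from R1A so a rise in polarization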
The depositor's hits bear a star; nt = no result given.

SMILES	Tat transport	AddAB inh	DAGLB inhibitor	HTR5A inv ctr	CDK5 inh	HTR5A ag ctr	Mot1-301 SUMO	phage Ecoli inh	PKA-R2B act	Ecoli viability	PKA-R1A act
Cc1ccc(S(=O)(=O)NC[C@H]2O[C@@H](n3cnc4c(N)ncnc43)[C@H](O)[C@@H]2O)s1	8	0.8	-2	6	0.8	-2	-4	2.0	1	1.8	1
N#CCCN(C(=O)COC(=O)C1CCN(S(=O)(=O)c2ccccc2C(F)(F)F)CC1)c1ccccc1	5	nt	0	-7	-0.8	2	nt	-0.5	-10	nt	-1
O=C(COC(=O)c1ccc(Cl)c(S(=O)(=O)NCc2ccccc2)c1)NCC1CCCO1 (stereo not given)	-11	0.6	-1	3	-2.2	-1	-1	6.5	1	1.4	-12
Cc1ccc(C(=O)N/N=C\c2ccc[nH]2)cc1[N+](=O)[O-]	8	1.4	0	-17	0.4	-4	-17	3.0	-2	-1.5	6
N#Cc1ccc(NCC(=O)Nc2ccc3c(c2)OCCO3)cc1	2	3.4	-2	0	0.0	4	8	5.5	13	1.6	-7
CCCCOc1ccc(Br)cc1CSC(=N)N	17	nt	2	-5	-0.3	2	nt	3.8	-9	nt	-18
COc1ccc(-n2c(-c3ccccc3)nnc2-c2ccc(Cl)cc2)cc1	0	2.9	0	13	0.8	8	130	2.1	-8	-1.0	-6
Cn1c2c(c(=O)n(C)c1=O)C1c3cc(Cl)ccc3OCC1CO2 (stereo not given)	11	-1.3	-3	23	-1.3	-6	-10	0.3	-1	3.7	-15
O=C(CSc1nnc2c(Cl)cc(Cl)cn12)N1CCN(S(=O)(=O)c2ccccc2)CC1	-5	0.2	-1	12	0.1	-4	13	0.6	-5	0.0	1
COc1ccc(-n2c(SCC(=O)Nc3ccccc3OC)nc(O)cc2=O)cc1	13	-1.9	2	-6	1.4	2	2	2.5	-6	-2.0	-8
CC(=O)[C@@H]1[C@@H](C)N(Cc2ccccc2)C(=O)N[C@H]1c1ccccc1	-7	-0.3	0	-18	-1.0	2	-3	0.7	-14	0.1	-3
Cn1c(-c2ccc(Cl)cc2)cnc1N	-8	3.6	4	0	0.1	-8	21	2.0	6	0.2	-4
COc1ccc(CCN2CC(C(=O)Nc3ccccc3F)CC2=O)cc1OC (stereo not given)	-4	0.0	0	-6	1.4	2	254	-3.2	-6	1.9	3
COc1ccccc1[C@@H]1C(c2ccccc2)=NN(c2ccc(Br)cc2)[C@H]1C(=O)N1CCOC1=O	-1	-1.9	-1	-9	0.4	2	nt	1.3	-7	-0.5	-6
C=CCN(C(=O)CNC(=O)c1cccs1)C(C(=O)NC1CCCCC1)c1cccnc1 (stereo not given)	-9	-2.3	-1	-6	-2.2	3	5	0.2	8	-0.4	9
CCSc1nnc(NC(=O)COc2ccc3ccccc3c2)s1	-2	1.3	2	-1	-2.1	-1	-16	3.5	-8	0.2	-4
CSCCC(NS(=O)(=O)c1ccc2ccccc2c1)C(=O)OCC(=O)c1ccc(C(C)C)cc1 (stereo not given)	6	2.8	-14	10	1.0	-4	-24	1.3	-5	1.8	-14
Cc1ccc(S(=O)(=O)N2CCC(C(=O)OC(C)C(=O)NCc3ccc4c(c3)OCO4)CC2)cc1 (stereo not given)	12	2.4	0	19	-4.0	-8	-1	2.8	-3	1.1	3
CCCCc1cc(=O)oc2c3c(cc(OCC(=O)NCCCO)c12)OC(C)(C)CC3	2	-3.0	2	3	-0.7	-1	8	4.5	-1	-0.2	-5
COc1ccc2ccccc2c1CN1CCN(C)CC1	-8	-1.0	1	-4	-0.5	1	-11	1.6	7	-1.6	4
Nc1ncnc(Nc2ccccc2Oc2ccccc2)n1	-2	nt	1	-6	-0.1	1	nt	3.4	-7	nt	10
O=C(Nc1ccc(Br)cc1)c1ccc(-n2cnnn2)cc1	2	3.6	-2	6	-1.5	-2	312	1.2	3	-2.1	-8
C=CCC[C@@H](Cc1ccc(F)cc1)C(=O)OC[C@H](Cc1c[nH]c2ccccc12)NC(=O)[C@@H](CC=C)CC(=O)N[C@H](CO)Cc1ccccc1	4	-1.2	-6	-9	-0.9	2	9	2.2	0	-1.7	-6
COC(=O)c1ccc(C(=O)OC)c(NC(=O)CSc2ccccn2)c1	3	0.3	-7	8	0.6	3	-19	2.2	-1	-1.6	2
O=C(Nc1ccc2c(c1)CCCN2C(=O)c1ccccc1)c1ccccc1	-1	3.5	3	4	3.0	-1	-11	3.6	-10	1.7	-4
COc1ccc(S(=O)(=O)N2CCOCC2)cc1NC(=O)CN1CCC(Cc2ccccc2)CC1	-1	3.5	-6	2	1.0	-1	6	-0.7	-1	2.9	1
O=S(=O)(Nc1ccc2c(c1)OCCO2)c1cccc(F)c1	1	nt	0	12	1.1	-3	0	2.5	-4	nt	-7
O=C(CNC(=O)c1ccncc1)N/N=C/c1ccccc1[N+](=O)[O-]	-9	1.0	0	-9	-0.2	3	5	3.7	15	2.7	3
CN(CCc1ccccc1)c1ccc([N+](=O)[O-])cn1	-3	nt	-4	-11	-0.3	3	10	0.5	7	nt	-7
CCCCCCC(=O)O	3	4.1	-3	-24	1.2	1	nt	1.4	-7	0.8	-7
CC(C)(C)c1cc(NC(=O)Nc2ccc(Cl)cc2Cl)no1	-6	2.4	-7	-1	0.4	0	16	2.6	-16	2.2	-1
COc1ccc(-n2c(=S)[nH]c3cc(C(=O)NCc4ccc(F)cc4)ccc3c2=O)c(OC)c1	6	2.4	3	-3	0.5	-4	0	2.4	-6	-1.4	0
O=C(N/N=C/c1ccc(-c2ccc([N+](=O)[O-])cc2)o1)[C@H]1C[C@@H]1c1ccccc1	2	-0.3	1	-17	-1.6	8	-3	2.0	7	-1.3	-7
CCN(C(=O)COC(=O)c1ccc(S(=O)(=O)N2CCCc3ccccc32)cc1)C1CCS(=O)(=O)C1 (stereo not given)	-1	0.7	2	11	-4.9	-4	14	2.9	-5	1.1	-2
Cc1ccccc1CCN(C(=O)Cn1nnc2ccccc21)C(C(=O)NC(C)(C)C)c1ccsc1 (stereo not given)	-8	2.5	-1	-10	0.5	5	-11	3.0	-8	-1.0	2
COc1ccc(OC)c(NC(=O)CC2SC(=NCc3ccccc3)NC2=O)c1 (stereo not given)	9	1.9	2	2	-1.5	-1	-13	5.4	5	0.8	-6
CCC(=O)N1N=C(c2ccc(C)cc2)CC1c1ccco1 (stereo not given)	-2	2.5	-1	11	0.0	1	193	0.0	-1	-0.1	0
COc1cccc(OC)c1C(=O)N[C@@H]1C(=O)N2[C@@H]1SC(C)(C)[C@@H]2C(=O)O	-7	nt	0	-8	0.3	2	nt	2.4	0	nt	2
COc1ccc(N2C(=O)C3CCCN3C2c2ccccc2OC)cc1 (stereo not given)	8	-0.8	-3	2	-1.7	-1	27	3.2	-3	-1.0	5
CC(=O)Nc1ccccc1C(=O)C(=O)Nc1ccc(C)c(C)c1	0	1.0	0	-1	0.0	0	5	4.0	-14	0.3	-8

Full records, quoted from the list. Screens in order: Tat transport, AddAB inh, DAGLB inhibitor, HTR5A inv ctr, CDK5 inh, HTR5A ag ctr, Mot1-301 SUMO, phage Ecoli inh, PKA-R2B act, Ecoli viability, PKA-R1A act
Shown for COc1cccc(OC)c1C(=O)N[C@@H]1C(=O)N2[C@@H]1SC(C)(C)[C@@H]2C(=O)O = -7, nt, 0, -8, 0.3, 2, nt, 2.4, 0, nt, 2
Shown for Cc1ccccc1CCN(C(=O)Cn1nnc2ccccc21)C(C(=O)NC(C)(C)C)c1ccsc1 (stereo not given) = -8, 2.5, -1, -10, 0.5, 5, -11, 3.0, -8, -1.0, 2

New compounds follow.
SMILES	Tat transport	AddAB inh	DAGLB inhibitor	HTR5A inv ctr	CDK5 inh	HTR5A ag ctr	Mot1-301 SUMO	phage Ecoli inh	PKA-R2B act	Ecoli viability	PKA-R1A act
Cc1cc(NCCCn2ccnc2)n2c(nc3ccccc32)c1C#N	-1	0.8	1	-3	2.1	-4	-4	2.6	-5	1.0	-8
O=[N+]([O-])c1ccc(N=Nc2ncc[nH]2)cc1	8	nt	4	22	-0.7	-6	-11	2.1	-1	nt	-4
COc1cccc(C2C3=C(N=C4SCC(=O)N42)c2ccccc2CC3)c1OC (stereo not given)	-1	-0.2	-5	-3	0.1	1	nt	1.0	7	1.3	-7
CC(=O)NC1(c2nnnn2CCOC(=O)Nc2ccc(Cl)cc2)CCCCC1	-3	1.7	0	6	0.0	-2	7	3.4	-4	1.1	9
CCOC(=O)[C@@H]1[C@H]2COc3cc(OC)ccc3[C@@H]2N2C(=O)N(c3ccc(OC)cc3)C(=O)[C@@]12C	-3	0.9	0	2	-0.8	0	0	2.0	-1	-0.5	-4
C[C@]12CC[C@@H]3c4cc(O)c(O)cc4CC[C@H]3[C@@H]1CC[C@@H]2O	7	0.5	3	-7	-0.4	-2	-16	3.6	7	1.1	0
CC1CN(C2CCN(S(=O)(=O)c3ccc4ccccc4c3)CC2)CC(C)O1 (stereo not given)	-2	1.2	0	19	0.4	0	39	2.7	-6	-2.4	-6
Cc1onc(-c2c(F)cccc2Cl)c1C(=O)N1C=CC(C(F)(F)Cl)=NCC1	-7	3.2	0	-13	1.7	0	101	1.2	-7	5.0	-12
COc1ccc(C2(CNC(=O)c3ccccc3)CCCC2)cc1OC	2	-0.3	0	0	-5.2	0	9	-0.7	3	-2.8	-5
CN(C)S(=O)(=O)c1cccc(NC(=O)c2ccncc2)c1	0	0.4	1	-4	1.2	-2	2	3.1	-3	-3.2	-1
CC(C)CNC(=O)C1C2C=CC(C2)C1C(=O)O (stereo not given)	-3	1.0	0	5	0.1	-2	-20	2.6	4	-0.2	0
Cc1ccc(S(=O)(=O)N(C)c2ccc(OCC(=O)Nc3nc4c(ccc5ccccc54)s3)cc2)cc1	1	1.3	-3	15	0.0	0	10	2.2	2	0.6	0
CN(C)CCCNC(=O)C1CCNCC1	-3	3.8	-2	-21	-0.8	5	-2	0.1	-2	0.7	1
CCNC(=O)C1CCCN1S(=O)(=O)c1ccc2ccccc2c1 (stereo not given)	5	3.5	2	-2	-1.6	1	-1	-1.0	3	1.3	-6
COc1cccc(NC(=O)C(NCCc2ccc(S(N)(=O)=O)cc2)c2ccccc2)c1 (stereo not given)	-1	2.0	-3	4	0.5	-2	-5	1.7	-12	2.6	-3
CCNC(=O)CC1C(=O)N(c2ccc(F)cc2)C(=O)N1CCC(C)C (stereo not given)	-4	1.9	-1	-15	-2.6	-1	35	3.8	4	0.3	-1
O=C(CCc1nc2ccccc2c(=O)[nH]1)N1CCN(c2ccccc2Cl)CC1	-3	0.0	3	-1	-0.1	0	-18	1.5	4	-0.4	-12
CCCn1c(N)c(Br)c(=O)[nH]c1=O	0	2.1	-2	-31	0.9	12	-21	2.7	-2	-0.1	4
CCn1c(SCC(=O)N/N=C/c2ccccc2OCC(=O)O)nnc1-c1ccc(C(C)(C)C)cc1	-2	2.2	2	1	0.4	0	746*	3.5	1	0.3	0
Cc1ccc(-n2[nH]c(C)c(/C=N/n3c(C)nc4ccccc4c3=O)c2=O)cc1	9	2.0	4	-19	-0.2	-5	-10	-1.5	-3	0.8	-12
CSCCC(Nc1ccc(S(=O)(=O)N2CCOCC2)cc1[N+](=O)[O-])C(=O)OCC(=O)NCC(C)C (stereo not given)	0	-0.2	5	-9	-3.9	3	-11	1.5	3	-2.9	7
